Screens from PubChem.
RXFP1 agonist: RXFP1 (human) receptor agonism; Q9HBX9; HEK293T-RXFP1 cAMP TR-FRET, 30 min; response scale: percent of porcine relaxin response, buffer zero; Potency, µM (titrated, usually from 57.5 µM), without a hit: top-dose activation, hits mostly activators; actives 0.3% (n = 370,000); AID 2676; also: potency is read from the fitted curve at half-maximal effect; % is scaled to controls: 0 for no effect and ±100 for the full control effect; nearly all actives have a fitted effect of over 60% in size; many of its hits are not listed in these tables
Target sequence (Q9HBX9 whole entry, looked up): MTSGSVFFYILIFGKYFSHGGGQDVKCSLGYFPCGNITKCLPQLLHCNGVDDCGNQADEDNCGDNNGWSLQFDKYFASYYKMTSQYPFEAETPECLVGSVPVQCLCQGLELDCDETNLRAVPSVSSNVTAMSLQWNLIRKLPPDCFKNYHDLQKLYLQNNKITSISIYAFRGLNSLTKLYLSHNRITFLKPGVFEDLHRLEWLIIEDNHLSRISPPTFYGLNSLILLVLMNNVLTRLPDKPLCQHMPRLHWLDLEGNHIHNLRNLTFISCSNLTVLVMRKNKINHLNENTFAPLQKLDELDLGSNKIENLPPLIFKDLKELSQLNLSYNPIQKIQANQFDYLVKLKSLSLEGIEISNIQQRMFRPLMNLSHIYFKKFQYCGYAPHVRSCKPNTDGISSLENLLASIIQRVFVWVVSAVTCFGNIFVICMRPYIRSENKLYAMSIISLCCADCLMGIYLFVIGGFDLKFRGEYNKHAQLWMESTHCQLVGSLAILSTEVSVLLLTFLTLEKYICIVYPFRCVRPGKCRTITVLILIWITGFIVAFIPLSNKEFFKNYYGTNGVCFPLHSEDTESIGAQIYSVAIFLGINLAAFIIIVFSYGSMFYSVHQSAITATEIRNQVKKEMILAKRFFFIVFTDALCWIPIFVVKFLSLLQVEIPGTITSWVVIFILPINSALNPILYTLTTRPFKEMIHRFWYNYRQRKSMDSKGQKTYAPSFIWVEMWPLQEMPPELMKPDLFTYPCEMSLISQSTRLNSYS
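cAMP rise read by TR-FRET after 30 min, 37C compound exposure (up to 58 uM) in RXFP1-transfected HEK293 cells with Ro 20174 present. EC50 from Hill-equation fits, with 29 nM porcine relaxin as 100% and buffer as basal.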
D1 PAM: human D1 dopamine receptor positive modulation. HEK293 TREx D1 cells, calcium flux, dopamine EC20 potentiation. potentiation, % at 10 µM. actives 0.036% (n = 360,000); in the data active = potentiation above about 30%; also: 0% is about no effect
D1 ag: activates the human D1 dopamine receptor; P21728; actives 1% (n = 360,000); activation, % at 2 µM; HEK293 T-REx D1 cells, calcium flux, agonist mode; in the data active = activation above about 30%; also: 0% is about no effect
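Inducible HEK293 T-REx D1 cells, force-coupled to calcium signalling, were plated at 4000 cells/well with tetracycline and held overnight at 30 C. After no-wash calcium dye loading, compound-evoked calcium rise over 180 s flagged agonists.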
RXFP1 antagonist: RXFP1 (human) relaxin receptor antagonism. HEK293-RXFP1, relaxin-stimulated cAMP HTRF, 30 min; active compounds read low. activity change, negative = inhibition, % at 57.5 µM. AID 1259400. actives 0.59% (n = 350,000);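 active = activity change of -60% or lower, but not beyond a set lower limit; inconclusive = change between -60% and -40%, or beyond the set limit; inactive = change above -40%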; also: % is scaled to controls: 0 for no effect and ±100 for the full control effect
Vif-A3G inh: inhibitors of Vif-APOBEC3G interaction; Q9HC16; HeLa A3G-eYFP + Vif (tagged APOBEC3G with the HIV-1 protein that degrades it), YFP fluorescence, overnight; AID 602310; Potency, µM (highest dose often 46.1 µM), without a hit: at the highest dose activity, negative = active, most hits filed as inhibitors; actives 0.076% (n = 410,000);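 also: potency is read from the fitted curve at half-maximal effect; % is scaled to controls: 0 for no effect and ±100 for the full control effect; nearly all actives have a fitted effect of over 60% in size; hits raise eYFP signal because A3G escapes Vif-driven loss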
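HeLa cells stably expressing Vif and C-terminally eYFP-tagged A3G, seeded overnight at 37 deg C, then exposed to compound by pintool overnight at 37 deg C. Rise in yellow fluorescence (Ex 488/Em 500-530, Acumen) marks blocked Vif-driven A3G degradation.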
D2 potentiator: positive allosteric modulators of human D2 dopamine receptor; AID 485347; P14416; HEK293 T-REx D2, calcium flux, EC20 dopamine potentiation; actives 0.34% (n = 340,000); potentiation, % at 10 µM;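 active = potentiation over 3 SD above the plate norm, cut at about 30% in these data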; also: 0% is about no effect
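Potentiation of an EC20 dopamine calcium response measured kinetically over 180 s, after a preceding 180 s compound-only read flagging agonists. Cells: inducible Hek293 Trex D2 line, 4000/well, cultured overnight at 30 C before dye loading.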
GRP78 ERSR act: induces the endoplasmic reticulum stress response in human glioma cells | U87-MG GRP78 promoter luciferase reporter, 16 h | Potency, µM, for the others: at the highest dose activation, actives largely listed as activators | actives 0.02% (n = 420,000) | AID 602332; also: potency is read from the fitted curve at half-maximal effect; series mostly up to about 76 µM; % of control where 0% means no effect; nearly all actives have a fitted effect of over 35% in size
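ERSR induction read as luciferase luminescence (Bright-Glo, 10 min at room temperature) in stably transfected human U87-MG glioma cells exposed to compounds for 16 h, using GRP78 as sensor.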
Vif-A3F inh: inhibitors of Vif-A3F interaction. actives 0.2% (n = 390,000). Potency, µM (highest dose often 46.1 µM), inactives show at the top dose activity, negative = active. HeLa A3F-eYFP + Vif (tagged APOBEC3F with the HIV-1 protein that degrades it), YFP fluorescence increase. AID 602313; also: potency is read from the fitted curve at half-maximal effect; % of control where 0% means no effect; nearly all actives have a fitted effect of over 65% in size
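HeLa cells stably expressing A3F-eYFP plus Vif, plated and incubated overnight at 37 deg C, then exposed to compounds overnight at 37 deg C. Blocked degradation read as raised yellow fluorescence (Ex 488/Em 500-530).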
D1 antag: human D1 dopamine receptor antagonism. HEK293 TREx D1 cells, calcium flux, dopamine EC80; active compounds read low. P21728. activity change, negative = inhibition, % at 10 µM. actives 3.2% (n = 360,000). AID 504652; in the data active = activity change below about -30%; also: % is scaled to controls: 0 for no effect and ±100 for the full control effect
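Compound effects on dopamine-evoked calcium signalling were measured in tetracycline-induced HEK293 Trex D1 cells. Dopamine at EC80 followed a 180 s compound pre-read, and fluorescence was tracked kinetically for 180 s more.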
An asterisk follows results filed as active; ? = inconclusive; . = not tested or not shown. Unless noted, calls follow the shape of the dose curve; as a rule, active = well fitted curve in the direction sought with a large enough effect; inconclusive = small, poorly fitted or top-dose-only effect, or another doubt; inactive = no such curve, though single readings can be large; an effect the other way counts as inactive or inconclusive.

SMILES	RXFP1 agonist	D1 PAM	D1 ag	RXFP1 antagonist	Vif-A3G inh	D2 potentiator	GRP78 ERSR act	Vif-A3F inh	D1 antag
Cc1onc(-c2ccccc2)c1C(=O)OCC(=O)Nc1cc(S(=O)(=O)N2CCOCC2)ccc1Cl	2.1%	1	7	3	0%	-3	-3%	6%	-7
CC1CCCCN1C(=O)C(Cc1ccccc1)N1C(=O)C2CCCCC2C1=O (configuration not stated)	5.1%	6	1	11	1%	8	-6%	7%	2
O=C(Cn1c(=O)n(-c2ccc(F)c(Cl)c2)c(=O)c2sc3ccccc3c21)NC1CCCC1	10%	7	2	.	1%	24	-1%	9%	14
CCC(CC)c1nnc(NC(=O)C2=COCCO2)s1	0.1%	-4	5	15	1%	-10	4%	-8%	-43*
O=C(Nc1ccn(CCCN2CCN(Cc3cccc4ccccc34)CC2)c(=O)n1)OCc1ccccc1	.	.	.	-1	-1%	.	-5%	1%	.
CCn1nc(C)c2c(-c3ccccc3)cc(=O)n(C(C)C(=O)NCCc3ccccc3)c21 (configuration not stated)	-3.2%	-4	1	-26	-6%	-1	2%	2%	13
Cc1cc(NS(=O)(=O)c2ccc(NC(=O)CSc3nc4ncccc4[nH]3)cc2)nc(C)n1	6.4%	-3	2	-3	2%	9	-2%	-1%	12
O=C(NCc1ccc(Cl)cc1)c1cnc2sc(N3CCOCC3)nn2c1=O	?	-1	1	-10	-5%	2	2%	5%	-7
Cc1ccc(S(=O)(=O)c2nc(/C=C/c3ccccc3)oc2N2CCC(C(N)=O)CC2)cc1	.	.	.	6	-6%	.	-1%	-19%	.
Nc1ccc(C(=O)N2CCN(S(=O)(=O)c3ccc4c(c3)OCCO4)CC2)cc1[N+](=O)[O-]	0.3%	-2	3	-14	0%	9	-3%	4%	-25
CC(C)[C@H](N)c1cn([C@@H](CC(N)=O)C(=O)N2CCNCC2)nn1	-0.7%	-1	2	.	3%	-2	-3%	2%	7
CCCn1c(CNc2ccc(Br)cc2)nc2ccccc21	0.0%	-2	7	-3	-21%	-15	0%	-34%	2
N#CC(C#N)=C/C(C#N)=C(/N)N1CCN(c2ccc(Cl)cc2)CC1	15%	-4	4	5	-1%	-6	0%	-24%	-40*
Cc1nc2c(-c3ccccc3)c(C)nn2c(C)c1CCC(=O)NCc1ccco1	0.0%	-16	0	.	-1%	11	-3%	0%	-43*
Cc1cnc(C(=O)OC(C)C(=O)Nc2cccc3ccccc23)cn1 (configuration not stated)	2.8%	1	10	1	-1%	1	-1%	10%	2
COCCn1c(N2CCN(c3ccc(OC)cc3)CC2)nc2c1c(=O)n(C)c(=O)n2C	2.7%	-4	8	2	2%	5	-6%	-4%	-16
Cc1cccc(C)c1NC(=O)c1ccc(-n2cnnn2)cc1	2.2%	7	3	4	1%	9	-4%	3%	-3
CCN1CCN(c2nc3c(c(=O)[nH]c(=O)n3C)n2CCSc2nc3ccccc3s2)CC1	0.3%	4	0	-11	-5%	-33	-3%	0%	-6
O=C1c2ccccc2CCc2ccc(Br)cc21	2.6%	2	-2	.	-5%	1	-2%	5%	.
COc1ccccc1-c1c(C(F)(F)F)oc2cc(OS(C)(=O)=O)ccc2c1=O	0.0%	-2	15	.	0%	0	-1%	2%	-22

Some of these compounds in order of molar mass, descending.
SMILES	RXFP1 agonist	D1 PAM	D1 ag	RXFP1 antagonist	Vif-A3G inh	D2 potentiator	GRP78 ERSR act	Vif-A3F inh	D1 antag
O=C(Nc1ccn(CCCN2CCN(Cc3cccc4ccccc34)CC2)c(=O)n1)OCc1ccccc1	.	.	.	-1	-1%	.	-5%	1%	.
CCN1CCN(c2nc3c(c(=O)[nH]c(=O)n3C)n2CCSc2nc3ccccc3s2)CC1	0.3%	4	0	-11	-5%	-33	-3%	0%	-6
CCn1nc(C)c2c(-c3ccccc3)cc(=O)n(C(C)C(=O)NCCc3ccccc3)c21 (configuration not stated)	-3.2%	-4	1	-26	-6%	-1	2%	2%	13
COCCn1c(N2CCN(c3ccc(OC)cc3)CC2)nc2c1c(=O)n(C)c(=O)n2C	2.7%	-4	8	2	2%	5	-6%	-4%	-16
COc1ccccc1-c1c(C(F)(F)F)oc2cc(OS(C)(=O)=O)ccc2c1=O	0.0%	-2	15	.	0%	0	-1%	2%	-22
O=C(NCc1ccc(Cl)cc1)c1cnc2sc(N3CCOCC3)nn2c1=O	?	-1	1	-10	-5%	2	2%	5%	-7
Cc1nc2c(-c3ccccc3)c(C)nn2c(C)c1CCC(=O)NCc1ccco1	0.0%	-16	0	.	-1%	11	-3%	0%	-43*
CC1CCCCN1C(=O)C(Cc1ccccc1)N1C(=O)C2CCCCC2C1=O (configuration not stated)	5.1%	6	1	11	1%	8	-6%	7%	2
Cc1cnc(C(=O)OC(C)C(=O)Nc2cccc3ccccc23)cn1 (configuration not stated)	2.8%	1	10	1	-1%	1	-1%	10%	2
CC(C)[C@H](N)c1cn([C@@H](CC(N)=O)C(=O)N2CCNCC2)nn1	-0.7%	-1	2	.	3%	-2	-3%	2%	7
Cc1cccc(C)c1NC(=O)c1ccc(-n2cnnn2)cc1	2.2%	7	3	4	1%	9	-4%	3%	-3
O=C1c2ccccc2CCc2ccc(Br)cc21	2.6%	2	-2	.	-5%	1	-2%	5%	.
CCC(CC)c1nnc(NC(=O)C2=COCCO2)s1	0.1%	-4	5	15	1%	-10	4%	-8%	-43*

Further records
SMILES	RXFP1 agonist	D1 PAM	D1 ag	RXFP1 antagonist	Vif-A3G inh	D2 potentiator	GRP78 ERSR act	Vif-A3F inh	D1 antag
Cc1ccc2c(c1)C1CN(C)CCC1N2S(=O)(=O)c1cccc(F)c1 (configuration not stated)	0.5%	-4	3	-12	0%	-1	0%	1%	-7
C=C(C)Cn1c(SCC(=O)O)nnc1-c1ccc(C(C)(C)C)cc1	3.5%	-4	4	-8	-1%	-4	4%	4%	13
CN(CC1COc2ccccc2O1)C(=O)Cn1cc(C(F)(F)F)ccc1=O (configuration not stated)	.	.	.	-15	-3%	.	-4%	-9%	.
COCCNC(=O)COc1cccc2c1OC(C)(C)C2	2.9%	1	3	1	-1%	-4	-1%	3%	17
CCOC(=O)c1cc(-c2ccccc2)n(-c2cccc(C(=O)Nc3cccc(C)c3)c2)c1C	0.4%	-7	8	-38	5%	-1	-3%	-8%	-8
COc1ccc(-n2cnnc2SCC(=O)N(C)c2ccccc2)cc1	0.6%	-9	2	-12	0%	-1	-6%	16%	-3
C[C@H](CO)N1C[C@H](C)[C@@H](CN(C)S(=O)(=O)c2ccc(F)cc2)OCc2cnnn2CCCC1=O	.	.	.	6	3%	.	-7%	-4%	.
CC(=O)COc1ccc2c(-c3ccccc3)cc(=O)oc2c1	2.7%	2	1	-6	-4%	-4	3%	?	-5
CC1=C/C(=N\NC(=O)c2cccs2)CC(C)(C)C1	-0.2%	-5	1	-11	-6%	1	3%	-1%	3
O=C(/C=C/c1ccccc1)N1CCN(Cc2nc3ccccc3c(=O)[nH]2)CC1	0.9%	-1	3	-6	1%	2	-1%	-9%	-8
CCN(Cc1ccccc1)C(c1ccccn1)c1nnnn1C(C)(C)CC (configuration not stated)	1.0%	-7	3	-6	0%	-3	-3%	-4%	-3
O=C(COC(=O)Cc1c[nH]c2ccccc12)Nc1ccccc1C(F)(F)F	.	.	.	12	1%	.	0%	-7%	.
Cc1nc(-c2nnc(SCC(=O)Nc3cc(Cl)cc(Cl)c3)n2C)cs1	?	0	2	-13	-2%	0	-1%	-23%	-5
O=[N+]([O-])c1cc(S(=O)(=O)C(F)(F)F)ccc1N1CCN(c2ccccc2)CC1	0.7%	-1	2	-12	-1%	13	-1%	-3%	7
CCC1=NN2C(=N)/C(=C\c3cccn3-c3ccc(Br)cc3)C(=O)N=C2S1	-0.5%	-3	0	0	2%	.	-5%	-1%	-12
CC[N+](C)(C)CC/C=C1/c2ccccc2Sc2ccc(Cl)cc21	0.3%	-3	0	11	2%	-15	-2%	4%	-17
COc1cc(/C=C/C(=O)OCC(=O)N2CCCCCC2)cc(OC)c1OC	.	.	.	5	2%	.	-3%	-10%	.
O=C(CN1CCN(c2ccc(F)cc2)CC1)c1cccs1	-0.3%	-1	2	3	-2%	-3	1%	-2%	2
CC(C)(C)C1CCC(OCC(O)CN2CCN(Cc3ccccc3)CC2)CC1 (configuration not stated)	0.3%	6	8	-21	0%	-22	-6%	0%	-2
Cc1c(NS(=O)(=O)c2ccccc2)c(=O)n(-c2ccccc2)n1C	3.2%	4	3	-1	-3%	9	0%	-11%	-3
CCN(CC)c1nc2ccccc2nc1C(=O)Nc1cc(OC)c(OC)c(OC)c1	-1.1%	-1	2	-7	-4%	.	-1%	-8%	-14
COc1cnn(-c2cccc(C(F)(F)F)c2)c(=O)c1Cl	.	.	.	4	-7%	.	4%	-4%	.
Cc1cc(Nc2ncc(Cl)cc2Cl)n(-c2ccccc2)n1	-1.0%	-1	4	-9	-5%	2	-3%	-20%	-3
COc1ccc(N(CC(=O)Nc2cccc(N(C)S(C)(=O)=O)c2)S(=O)(=O)c2ccc(C)cc2)cc1	-1.3%	5	7	2	-4%	-14	-5%	-3%	-1
Cc1ccc(NC(=O)C(Cc2ccccc2)NS(=O)(=O)c2ccc3c(c2)oc(=O)n3C)cc1C (configuration not stated)	1.1%	3	-1	.	6%	-3	-1%	-7%	-43*
O=C(CN1C(=O)NC(c2ccccc2)(c2ccccc2)C1=O)NC1CCCCC1	-0.3%	3	1	-11	-8%	15	-1%	-10%	19
COc1ccc(Cl)cc1NC(=O)CSc1nc(=O)[nH]c2c1CCC2	0.3%	11	6	-10	-5%	-6	5%	1%	-3
CN1N=C(C(=O)N=c2sc3ccccc3n2C)CCC1=O	.	.	.	-8	1%	.	-2%	10%	.
CC(=O)Nc1ccc(S(=O)(=O)NCC2CCC(C(=O)NCCCN(C)Cc3ccccc3)CC2)cc1 (configuration not stated)	1.6%	1	2	-10	2%	-4	-3%	1%	-6

Not all compounds are listed; rates above refer to the full screens.
